AmpC inh detg: AmpC beta-lactamase inhibition with detergent present. 370,000 compounds, 0.041% hits. AmpC hydrolysis of nitrocefin, absorbance 480 nm, 0.01% Triton. P00811. Potency, µM (titrated, usually from 114 µM), for the others: at the top dose activity change, negative = inhibition, usual class: inhibitors;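 note: potency is the fitted concentration of half-maximal effect; 0% = no-compound wells and -100% = no-enzyme wells; nearly all actives have a fitted effect of over 25% in size; some results filed as inactive show a strong effect at the top dose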
Target sequence (P00811 whole entry, looked up): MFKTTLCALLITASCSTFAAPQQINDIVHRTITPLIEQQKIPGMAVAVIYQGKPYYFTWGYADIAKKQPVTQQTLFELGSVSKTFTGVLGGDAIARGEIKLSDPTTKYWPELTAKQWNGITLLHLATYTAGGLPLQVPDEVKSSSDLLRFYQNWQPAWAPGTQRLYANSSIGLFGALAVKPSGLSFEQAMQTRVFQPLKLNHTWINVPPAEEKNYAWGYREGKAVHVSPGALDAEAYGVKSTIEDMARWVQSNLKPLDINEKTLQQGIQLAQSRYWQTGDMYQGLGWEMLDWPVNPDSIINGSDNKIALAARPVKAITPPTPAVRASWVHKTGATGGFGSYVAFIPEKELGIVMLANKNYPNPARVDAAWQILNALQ
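AmpC (5.3 nM in the dispensed reagent) in 20 mM phosphate pH 7.0 with 0.01% (detergent screen) or 0.0001% Triton X-100 was preincubated with compounds for 15 min at room temperature. Nitrocefin was then added from an 800 uM solution, and hydrolysis was followed at 480 nm.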
LmPK inhibitor: LmPK (Leishmania mexicana) enzyme inhibition; Q27686; purified LmPK, Kinase-Glo ATP luminescence, 1 h; Potency, µM (series often up to 57.5 µM), for inactives: top-dose activity change, negative = inhibition, hits mostly inhibitors; 290,000 compounds, 0.37% hits; AID 1721; note: potency is the fitted concentration of half-maximal effect
Target sequence (Q27686 whole entry, looked up): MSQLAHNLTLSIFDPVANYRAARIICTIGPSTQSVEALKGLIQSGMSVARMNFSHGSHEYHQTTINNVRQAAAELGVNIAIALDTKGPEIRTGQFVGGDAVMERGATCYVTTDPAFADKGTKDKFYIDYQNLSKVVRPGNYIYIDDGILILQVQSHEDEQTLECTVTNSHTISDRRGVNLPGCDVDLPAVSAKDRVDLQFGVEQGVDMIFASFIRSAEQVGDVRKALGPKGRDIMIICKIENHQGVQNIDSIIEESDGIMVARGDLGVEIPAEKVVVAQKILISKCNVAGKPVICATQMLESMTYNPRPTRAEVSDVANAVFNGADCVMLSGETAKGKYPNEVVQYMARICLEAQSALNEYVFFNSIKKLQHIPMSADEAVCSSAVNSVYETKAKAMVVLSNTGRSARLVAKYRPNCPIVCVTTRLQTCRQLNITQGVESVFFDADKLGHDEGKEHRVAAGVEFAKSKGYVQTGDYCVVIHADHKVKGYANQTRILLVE
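Purified LmPK (0.1 nM) converted ADP (0.1 mM) to ATP with PEP (0.5 mM) in imidazole buffer pH 7.2 with KCl and MgCl2, 1 h at room temperature. ATP was read by Kinase-Glo luminescence; data normalized to uninhibited and no-enzyme controls.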
AmpC inh no detg: AmpC beta-lactamase inhibition without detergent. AmpC nitrocefin hydrolysis, absorbance 480 nm, 0.0001% Triton. 330,000 compounds, 0.52% hits. Potency, µM (top dose mostly 57.1 µM), inactives show at the top dose activity change, negative = inhibition, most hits filed as inhibitors;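 note: potency is the fitted concentration of half-maximal effect; plate controls were no compound for no effect and no enzyme for full effect; nearly all actives have a fitted effect of over 20% in size; some results filed as inactive show a strong effect at the top dose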
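AmpC (5.3 nM in the dispensed reagent) in 20 mM phosphate pH 7.0 with 0.01% (detergent screen) or 0.0001% Triton X-100 was preincubated with compounds for 15 min at room temperature. Nitrocefin was then added from an 800 uM solution, and hydrolysis was followed at 480 nm.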
Tb PYK inh: inhibitors of Trypanosoma brucei pyruvate kinase; AID 624173; 410,000 compounds, 0.12% hits; Potency, µM (doses to about 76.8 µM), for inactives: top-dose activity, negative = inhibition, usual class: inhibitors; TbPYK enzyme, Kinase-Glo Plus ATP luminescence, 45 min; Q57TT1; note: potency is the fitted concentration of half-maximal effect; nearly all actives have a fitted effect of over 50% in size
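T. brucei PYK with substrate was exposed to pin-transferred compounds across a concentration series, then started with 130 uM ADP (final). After 45 min at room temperature, Kinase-Glo Plus luminescence was read, normalized and curve-fitted.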
HCV inhibitor: HCV inhibition. Huh7.5.1 HCVcc-Cre infection, luciferase reporter, 44 h. Potency, µM (series often up to 41.8 µM), for inactives: at the top dose activity change, negative = inhibition, hits mostly inhibitors. 340,000 compounds, 3.4% hits. AID 651820; note: potency is the fitted concentration of half-maximal effect
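Antiviral activity was scored by luciferase reporter output from cells infected with HCVcc-Cre (~0.5 moi) in presence of compound, 44 h infection period, cells seeded 1,000/well 4 h prior.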
AMA1 RON2 block: AMA1-RON2 (P. falciparum) interaction inhibition. AlphaScreen AMA1-biotinylated RON2 peptide binding. 360,000 compounds, 0.2% hits. Potency, µM (highest dose often 58.2 µM), for inactives: at the top dose activity change, negative = inhibition, usual class: inhibitors;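 note: potency is the fitted concentration of half-maximal effect; 0% = vehicle wells and -100% = peptide control; nearly all actives have a fitted effect of over 45% in size; some results filed as inactive show a strong effect at the top dose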
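AMA1 (3D7) with his tag at 25 nM final met compounds first, then biotinylated RON2 peptide at 25 nM; detection used donor plus acceptor beads, 10 µg/mL apiece, read by AlphaScreen after 30 min at room temperature.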
HCMV antiviral: human cytomegalovirus inhibition. activity change, negative = inhibition, % at 57.5 µM. HFF cells, HCMV-luciferase reporter, 72 h; active compounds read low. 410,000 compounds, 4.5% hits; in the data active = activity change below about -60%; inconclusive = no clear call, values can overlap the other calls; inactive = above about -39%
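Steps: HFFs plated, 16 h 37C; compounds added; HCMV-luciferase added to MOI 1 PFU/cell; 72 h 37C; OneGlo reagent, 5 min room temperature; luminescence read, normalized to controls.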
The depositor's hits bear a star; ? = inconclusive; . = not tested or not shown; & = joins results of further samples; [ ] = dose if it differs, or a comment. Unless noted, calls come from the whole dose curve; as a rule, active = well fitted curve in the direction sought with a large enough effect; inconclusive = small, poorly fitted or top-dose-only effect, or another doubt; inactive = no such curve, though single readings can be large; an effect the other way counts as inactive or inconclusive. Unless noted, % is set by controls: 0 for no effect and ±100 for the full control effect.

SMILES	AmpC inh detg	LmPK inhibitor	AmpC inh no detg	Tb PYK inh	HCV inhibitor	AMA1 RON2 block	HCMV antiviral
CCOC(=O)c1ccc(NC(=O)C2CC(=O)N(c3ccc(C(C)C)cc3)C2)cc1 (stereo not drawn)	8%	.	.	1%	.	.	47
CCN(CC(=O)Nc1ccc(OC)cc1)C(=O)c1oc2c(Cl)cccc2c1C	-8%	.	-21%	2%	?	-5%	26
COc1ccc(OC)c(NC(=O)CSc2nnc(Cn3nnc4ccccc43)n2C)c1	2%	1%	-5%	-8%	12%	-13%	5
COc1ccc(C2COC(=O)C2=N)c(NC(=O)c2ccccc2)c1 (stereo not drawn)	-11%	-1%	-30%	2%	-1%	-13%	9
O=S(=O)(NC(=S)NC1CCCCC1)c1ccc(Cl)cc1	10%	-3%	-21%	0%	16%	113%[activator]	-14
COc1cnc(-c2ccccn2)nc1Sc1cccc(Cl)c1	?	0%	-20%	4%	7.1µM*	29%	-64*
CCc1nccn1S(=O)(=O)c1cccc([N+](=O)[O-])c1	-12%	-5%	-9%	-4%	10%	14%	22
CC(C)(C)C(=O)Nc1ccc(-c2cn3cccnc3n2)cc1	4%	-1%	-13%	-1%	10%	5%	113
O=C(CSc1n[nH]c(-c2ccccc2)n1)Nc1ncccn1	0%	-2%	-21%	-1%	1%	-2%	?
COc1ccc(/C=C(\C#N)C(=O)N=CN(C)C)cc1	1%	-22%	-20%	-1%	18%	-5%	-36
C/C(=N/NC(=O)CNC(=O)c1cccnc1)c1ccccc1	-2%	0%	-16%	1%	-21%	10%	20
CCCCN1CC(C(=O)NC2CCCCC2)CC1=O (stereo not drawn)	-6%	6%	7%	-11%	19%	4%	-9
Cc1nn(C)c(Oc2cccc(Cl)c2)c1C(=O)O	-1%	6%	?	-6%	12%	0%	26
O=C(COc1ccc(Cl)cc1Cl)NCCC1=CCCCC1	-3%	-1%	51%	0%	?	22%	-29
COc1ccc(S(=O)(=O)N(C)CC(=O)NC2CCCCC2)cc1OC	-3%	-8%	-12%	3%	-1%	11%	-33
O=C(COc1ccc(Cl)cc1Cl)NN1C(=O)C2C3C=CC(C3)C2C1=O (stereo not drawn)	9%	5%	-16%	-7%	6%	-18%	24
COc1ccc(Cl)cc1NC(=O)Cn1ncc2c3ccccc3n(C)c2c1=O	-5%	.	.	7%	.	.	2
Cc1ccc(CNC(=O)CN2C(=O)COc3ccccc32)cc1	2%	.	.	5%	.	.	-13
O=C(CC1SC(=Nc2cccc3ccccc23)N(Cc2ccccn2)C1=O)Nc1ccccc1Br (stereo not drawn)	-1%	0%	?	-12%	-3%&-12%	-1%	33
O=C(Nc1ccccc1F)Nc1cc(S(=O)(=O)N2CCOCC2)ccc1N1CCCC1	2%	1%[11.5 µM]	-19%	-1%	0%	3%	-3
CN(C)CCNC(=O)/C(=C/c1ccc(-c2ccc(Cl)cc2Cl)o1)NC(=O)c1ccccc1	0%	-2%	321%[activator]	-6%	10µM*	-1%	?
Cc1ccc(C)c(N2CCN(C(=O)c3ccc4c(=O)n5c(nc4c3)CCCCC5)CC2)c1	0%	-2%	148%[activator]	-3%	-17%	12%	-16
COc1cccc(-c2cc(C(=O)N3CCCc4ccccc43)no2)c1	-11%	7%	-13%	6%	-5%	46%	61
CCOC(=O)c1nnn(CC(=O)NC(=O)Nc2ccc(F)cc2)c1C(=O)OCC	4%&14%	-3%[11.5 µM]	-16%	2%&1%	25%	0%	26&22
Cc1cc(NC(=O)c2ccc(C)c(C)c2)no1	-17%	4%	-9%	-7%	8%	-4%	84
O=C(NCCc1ccccc1)c1cccc(NC(=O)C2CCCC2)c1	.	.	.	2%	-22%	-1%	33
FC(F)(F)c1cccc(-n2nnnc2C2(N3CCOCC3)CCCCC2)c1	2%	4%	60%[activator]	-7%	10%	6%	3
Cc1ccc(C(C)C)cc1OCC(=O)Nc1ccc(-n2cnnn2)cc1	-5%	.	-4%	2%	-7%	-6%	-6
Cc1occc1C(=O)Nc1cccc(C(=O)O)c1	3%	2%	-2%	-8%	20%	1%	108
COC(=O)c1sc2cccc(F)c2c1S(=O)(=O)N1CCN(c2ccccc2OC)CC1	3%	.	.	?	.	.	-6
O=C(CSc1nc2nn(-c3ccccc3)c(=O)c-2c2n1CCCCC2)Nc1cccc(F)c1	.	.	-11%	-9%	?	-11%	-36
COc1cccc(NC(=O)CN(C)C(C)C(=O)N2CCCC2)c1 (stereo not drawn)	?	.	-12%	-5%	13%	22%	-40
Nc1cccc(N=Cc2c(O)n(Cc3ccc(F)cc3)c(=O)[nH]c2=O)c1	1%	5%	-31%	2%	-1%	10%	12
CC1(C)Oc2ccc3ccc(=O)oc3c2/C(=C/O)C1=O	0%	0%	-14%	-7%	-4%	-4%	-7
Cc1cc(/C=N/NC(=O)c2cccs2)c(C)n1-c1ccccc1	-5%	0%	?	0%	?	81%[activator]	?
O=C(O)c1ccc2c(=O)n(-c3ccc(F)c(Cl)c3)c(=S)[nH]c2c1	4%	-4%	-25%	-10%	7%	20%	?
OCCC1CN(Cc2cccn2-c2ncccn2)CCN1Cc1ccc(F)cc1 (stereo not drawn)	-3%	-3%	-1%	3%	6%	0%	7
CCc1nc(SC)ncc1C(=O)NCc1cccc(Br)c1	0%	.	.	4%	.	.	3
COCCNc1nnnc2c1sc1nc(N3CCOCC3)c3c(c12)CC(C)(C)OC3	2%	3%[11.5 µM]	38%	-9%	?	18%	-20
CC(=O)Nc1ccc(S(=O)(=O)NCC(=O)OCC(=O)NC23CC4CC(CC(C4)C2)C3)cc1	?	0%	-16%	-7%	7%	-4%	-3
O=S(=O)(NCc1ccc(F)cc1)c1ccc2[nH]c3c(c2c1)CCCC3	-9%	.	.	-4%	.	.	-2
COc1ccc(CNC(=O)Cn2ncc3c([nH]c4ccccc43)c2=O)cc1	11%	.	.	-2%	.	.	16
CN1CCc2cccc3c2[C@H]1Cc1ccc(O)c(O)c1-3	?	5%	-48%&-16%&-19%	?	?	10µM*	-66*
COc1ccccc1C(=O)Nc1ccnn1C1CCN(C2CCSCC2)CC1	-1%	-11%	-3%	-17%	6%	2%	9
COc1ccc([C@@]2(C(C)C)ON(c3ccccc3C(F)(F)F)C2=O)cc1	10%	.	-6%	-2%	?	42%[activator]	?
CN(C(=O)COC(=O)c1ccc(=O)n(Cc2ccccc2)n1)C1CCCCC1	-3%	.	-6%	7%	-8%	5%	-24
Cc1cc(C#N)c(C)n1-c1cc(S(=O)(=O)N2CCOCC2)ccc1N1CCCC1	-5%	-11%	.	-18%	1%	-10%	-14
CCCc1ccc(-c2c(C)sc(N)c2C#N)cc1	-15%	-6%	-27%	-3%	-10%	-27%	-2
Cc1c(C(c2ccccc2Cl)c2c(O)c3ccccc3oc2=O)c(=O)n(-c2ccccc2)n1C (stereo not drawn)	9%	5%	-21%	7%	23%	-4%	13
Nc1c(C(=O)NCCCc2ccccc2)c2nc3ccccc3nc2n1Cc1cccs1	3%	2%	-34%	1%	-4%	97%[activator]	157
CCCCCCn1cc(CN2CC(N3CCN(CCO)CC3)CS2(=O)=O)nn1 (stereo not drawn)	.	.	.	-4%	.	-3%	-13
COC(=O)NCCOc1nc(N(C)C)nc(N(C)C)n1	4%	-1%	13%	0%	-21%	20%	-18
O=C(NCCCN1CCOCC1)c1ccc(Sc2cccc(Cl)c2)c([N+](=O)[O-])c1	-10%	-1%	187%[activator]	3%	11µM*	4%	?
CCc1cc(C(=O)c2ccc(Br)cc2)c(NC(=O)CN(CC)CC)s1	3%	-1%	-28%	-5%	-23%	2%	4
Cc1c(C(=O)N2CCN(C(c3ccccc3)c3ccccc3)CC2)oc2ccccc12	1%	.	?	0%	?	-7%	-23
C[C@H]1CN([C@@H](C)CO)C(=O)CCCn2nncc2CO[C@H]1CN(C)S(=O)(=O)c1cccc(F)c1	.	.	.	5%	.	0%	0
CCn1c(COc2ccccc2)nnc1SCC(=O)CC(=O)Nc1ccccc1OC	?	4%	-16%	-12%	-6%	7%	13
CCOc1ccc(NC(=O)Cn2c(=O)n(CCc3ccccc3)c(=O)c3c4c(sc32)CN(C(C)=O)CC4)cc1	18%	.	.	-9%	.	.	3
O=C(COC(=O)c1cncc(Br)c1)Nc1nnc(-c2ccccc2)o1	.	.	.	-3%	8%	22%	-9
CN(c1ncc(C(F)(F)F)cc1Cl)N1C(=O)C2ONC3(C(=O)CC(C)(C)CC3=O)C2C1=O (stereo not drawn)	3%	0%	-1%	-8%	-5%	30%	-16

Gathered by group: the entries above containing a thiophene ring, fused or not
SMILES	AmpC inh detg	LmPK inhibitor	AmpC inh no detg	Tb PYK inh	HCV inhibitor	AMA1 RON2 block	HCMV antiviral
COC(=O)c1sc2cccc(F)c2c1S(=O)(=O)N1CCN(c2ccccc2OC)CC1	3%	.	.	?	.	.	-6
Cc1cc(/C=N/NC(=O)c2cccs2)c(C)n1-c1ccccc1	-5%	0%	?	0%	?	81%[activator]	?
COCCNc1nnnc2c1sc1nc(N3CCOCC3)c3c(c12)CC(C)(C)OC3	2%	3%[11.5 µM]	38%	-9%	?	18%	-20
CCCc1ccc(-c2c(C)sc(N)c2C#N)cc1	-15%	-6%	-27%	-3%	-10%	-27%	-2
Nc1c(C(=O)NCCCc2ccccc2)c2nc3ccccc3nc2n1Cc1cccs1	3%	2%	-34%	1%	-4%	97%[activator]	157
CCc1cc(C(=O)c2ccc(Br)cc2)c(NC(=O)CN(CC)CC)s1	3%	-1%	-28%	-5%	-23%	2%	4
CCOc1ccc(NC(=O)Cn2c(=O)n(CCc3ccccc3)c(=O)c3c4c(sc32)CN(C(C)=O)CC4)cc1	18%	.	.	-9%	.	.	3

Continuation:
SMILES	AmpC inh detg	LmPK inhibitor	AmpC inh no detg	Tb PYK inh	HCV inhibitor	AMA1 RON2 block	HCMV antiviral
CCN1C(C(=O)c2ccccc2)=C(OC(=O)COc2ccc(OC)cc2)c2ccccc2S1(=O)=O	12%	.	.	-5%	.	.	?
CCCN(C(=O)Cn1c(=O)oc2cc(Cl)ccc21)c1ccc(C(C)C)cc1	?	.	.	-1%	.	.	-29
COc1cccc(CCc2nnc(CCC(=O)NC(C)c3c(C)nn(C)c3C)o2)c1 (stereo not drawn)	-2%	-2%	19%	-7%	21%	6%	?
C=CCNc1oc(-c2ccc(Cl)cc2)nc1C#N	.	.	-28%	-9%	.	.	-13
